# Screens deposited in PubChem BioAssay by National Center for Advancing Translational Sciences (NCATS).
# ERK EGF block: EGF-driven ERK pathway inhibition | HEK293-V1b, EGF-stimulated phospho-ERK AlphaScreen | 0.41% of 130,000 active | Potency, µM (doses to about 11.5 µM), for the others: top-dose activity change, negative = inhibition, actives largely listed as inhibitors; active means well fitted inhibition curve with a large enough effect; inconclusive means small, poorly fitted or top-dose-only effect, or effect the other way;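 further: plate controls were stimulated vehicle wells for no effect and unstimulated vehicle basal for full effect; nearly all actives have a fitted effect of over 55% in size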
#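 Cell line HEK293 (stable V1b), low serum overnight. Pretreatment: compound 30 min, 37C. EGF 25 nM, 5 min. Detection: SureFire AlphaScreen, 5 h RT. AC50 via standard Hill equation.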
# Starred values were filed as active, the others as inactive; u = inconclusive; & = joins results of further samples; [ ] = dose if it differs, or a comment. Potency means the concentration at half of the fitted maximal effect.
SMILES,ERK EGF block
CCOC(=O)C1(Cc2ccccc2C)CCCN(Cc2ccc(NC(C)=O)cc2)C1 (configuration not stated),2%[57.5 µM]
Cc1ccc(S(=O)(=O)N(C)c2ccccc2C(=O)Nc2ccc3c(c2)OCCO3)cc1,-9%[57.5 µM]
O=C(CSc1nc2ccsc2c(=O)n1CC1CCC(C(=O)O)CC1)c1ccc(F)cc1 (configuration not stated),-1%
CNCC(O)c1ccc(O)c(O)c1 (configuration not stated),9%&3%
CCOC(=O)c1ccc(Cl)c(S(=O)(=O)N2CCCC2)c1,-5%
COC(=O)c1cc(N=Nc2sc(N)nc2C)cc(C(=O)OC)c1,4%[57.5 µM]
CN1CC(=O)N(CC(=O)Nc2ccc(SC(F)F)cc2)C1=O,-2%
CCCCNC(=O)C(c1ccc(OCC(=O)OC)c(C(=O)OC)c1)N(CCC1=CCCCC1)C(=O)CCCCCN1C(=O)NC(c2ccc(-c3ccccc3)cc2)C(C(=O)OCc2ccccc2)=C1C (configuration not stated),-12%
COC(=O)c1ccccc1S(=O)c1snnc1C (configuration not stated),-6%
Cc1cccc(C)c1NC(=S)/N=C/N(C)C,-3%
Cc1ccc(C)c(NC(=O)c2ccccc2Sc2ccc([N+](=O)[O-])cc2Cl)c1,12%
O=C(CCS(=O)(=O)c1ccc(Br)cc1)Nc1ccc2c(c1)OCO2,0%
CCc1c(C(=O)N/N=C/c2ccc(C)o2)csc1C,-16%
COc1ccc(NS(=O)(=O)c2ccc(O)c(C(=O)OCC(=O)NC(C)C3CC4CCC3C4)c2)cc1 (configuration not stated),1%
COc1ccc(NC(=O)c2cn(-c3ccccc3)nc2SC)cc1,0%[57.5 µM]
CCc1ccc(NC2=NCC(=O)N2c2ccc3c(c2)OCCO3)cc1,1%
CCC(=O)Nc1ccc(Nc2nc(Cl)nc(Nc3ccc(NC(=O)CC)cc3)n2)cc1,-2%
O=c1nc(SCc2ccccc2Cl)nc(-c2ccc(Cl)cc2)[nH]1,12%[57.5 µM]
O=C(Cc1ccccc1)NO,-7%
COc1ccc(C(=O)NCCCc2nc3ccccc3n2Cc2cc(C)ccc2C)cc1OC,-24%
O=C(O)/C=C/C(=O)N1CCN(c2ccc(F)cc2)CC1,1%
CC(C)[C@H](Nc1ccc(S(=O)(=O)N2CCOCC2)cc1[N+](=O)[O-])C(=O)OCC(=O)N(C(C)C)C(C)C,7%
CC1=NN(C(=O)c2ccccc2)C(O)(c2ccc(Br)cc2)C1 (configuration not stated),u
COc1ccc(-c2nnc(SCC(=O)Oc3ccc(C)cc3)o2)cc1,2%
O=c1cc(N2CCc3ccccc32)[nH]c(=O)n1-c1ccc(Cl)cc1,-6%
Cc1cccc(N2C(=O)C(O)=C(C(=O)c3cccs3)C2c2ccc(C(C)C)cc2)n1 (configuration not stated),-4%[57.5 µM]
CN1CCN(S(=O)(=O)Cc2ccc(Cl)cc2)CC1,35%[57.5 µM]
COC(=O)c1ccc(CSc2nnc(CS(=O)Cc3ccc(Br)cc3)n2-c2ccccc2)cc1 (configuration not stated),4%
CSc1nc(-c2ccc(N(C)C)cc2)c(C#N)c(=O)n1C,0%[57.5 µM]
CC(C)OCCCNC(=O)CN1C(=O)/C(=C/c2ccccc2)Sc2ccccc21,6%
COc1ccccc1CN1CCC2(CC1)CCN(C(C)=O)CC2,-2%
Cc1cc(/C=N/NC(N)=O)c(C)n1-c1ccc(F)cc1,2%
CC(C)(C)c1ccc(OC(=O)c2cccnc2)cc1,1%
COc1cc(C)c(NC(=O)C(=S)NCCc2ccccc2)cc1C,-8%
CC(C)(C)n1nc2c(c1NC(=O)c1cc3ccccc3o1)CS(=O)(=O)C2,4%
O=c1c2ccccc2nc2n1C(CSc1ccccc1)CS2 (configuration not stated),1%
Cc1cc(C)c(OCC(=O)Nc2nnc(-c3ccco3)o2)c(C)c1,1%
CC(C)(C)OC(=O)N1CCN(C(=O)Cn2cc(CCO)nn2)CC1,-11%[57.5 µM]
Cc1ccccc1N1CCN(S(=O)(=O)N(C)C)CC1,6%
O=C(Nc1ccccc1N1CCOCC1)C1(c2ccc(Cl)cc2)CCC1,-8%

# Some of these compounds in order of molar mass, low to high.
SMILES,ERK EGF block
O=C(Cc1ccccc1)NO,-7%
CNCC(O)c1ccc(O)c(O)c1 (configuration not stated),9%&3%
Cc1cccc(C)c1NC(=S)/N=C/N(C)C,-3%
CCc1c(C(=O)N/N=C/c2ccc(C)o2)csc1C,-16%
CN1CCN(S(=O)(=O)Cc2ccc(Cl)cc2)CC1,35%[57.5 µM]
CCOC(=O)c1ccc(Cl)c(S(=O)(=O)N2CCCC2)c1,-5%
O=c1c2ccccc2nc2n1C(CSc1ccccc1)CS2 (configuration not stated),1%
CN1CC(=O)N(CC(=O)Nc2ccc(SC(F)F)cc2)C1=O,-2%
CCc1ccc(NC2=NCC(=O)N2c2ccc3c(c2)OCCO3)cc1,1%
CC(C)(C)OC(=O)N1CCN(C(=O)Cn2cc(CCO)nn2)CC1,-11%[57.5 µM]
O=c1cc(N2CCc3ccccc32)[nH]c(=O)n1-c1ccc(Cl)cc1,-6%
COc1ccc(-c2nnc(SCC(=O)Oc3ccc(C)cc3)o2)cc1,2%
CC1=NN(C(=O)c2ccccc2)C(O)(c2ccc(Br)cc2)C1 (configuration not stated),u
CC(C)(C)n1nc2c(c1NC(=O)c1cc3ccccc3o1)CS(=O)(=O)C2,4%
CCOC(=O)C1(Cc2ccccc2C)CCCN(Cc2ccc(NC(C)=O)cc2)C1 (configuration not stated),2%[57.5 µM]
Cc1cccc(N2C(=O)C(O)=C(C(=O)c3cccs3)C2c2ccc(C(C)C)cc2)n1 (configuration not stated),-4%[57.5 µM]

# New compounds follow:
SMILES,ERK EGF block
Cc1ccccc1C(=O)NC(=S)NCCc1ccccc1,-1%
Cc1[nH]c2ccc(F)cc2c1CCN(Cc1ccncc1)C(=S)Nc1cccc(F)c1,2%
O=C(COC(=O)Cc1ccc(Br)cc1)NCc1ccc(F)cc1,0%
C=CC(COCc1ccccc1)N(C(=O)OC(C)(C)C)S(=O)(=O)c1ccccc1Br (configuration not stated),-7%[57.5 µM]
C/C=C\C(=O)Nc1cccc(C2=NOC3(C2)C[C@@H](C(N)=O)N(C(=O)c2ccccc2)C3)c1 (some centres not stated),-4%[57.5 µM]
CC1(C)Oc2ccc(/C=C/C(=O)N3CCOCC3)c(O)c2C(N2CCOCC2)C1O (configuration not stated),-4%
Oc1ccc2ccccc2c1CN1CCN(c2ccccc2F)CC1,0%
COc1cc(OC)c(C2=Nc3ccc(Br)cc3C(c3ccccc3)N2CC(=O)NN)cc1OC (configuration not stated),-8%
CCC(=O)Nc1ccc2c(c1)nc(CCN1CCN(c3ccccc3)CC1)n2C,19%[57.5 µM]
COc1ccccc1OCCCC(=O)Nc1ccc([N+](=O)[O-])cc1Br,-3%
CCc1ccc2ncc(S(=O)(=O)c3ccc(C)c(C)c3)c(N3CCCC3)c2c1,4%
COc1ccc(CNC(=O)[C@H]2C[C@@H]2[C@H](NP(=O)(c2ccccc2)c2ccccc2)c2ccccc2)cc1OC,-11%
CC(C)(C)c1ccc(OCCOc2ccc(C(C)(C)C)cc2NC=O)c(NC=O)c1,32µM*
Cc1ccc2cc(C#N)c(SCc3nnc(-c4ccccc4[N+](=O)[O-])o3)nc2c1,8%
COc1cccc2sc(N(CCCN(C)C)C(=O)COc3ccc(Cl)cc3)nc12,-2%
CN(C)CCNc1c(N)c(=O)oc2ccccc12,-5%
c1ccc(-n2nc3ccccc3n2)cc1,-2%
COc1ccccc1CCc1nnc(CCC(=O)NCC[C@@H]2C[C@@H]3C=C[C@H]2C3)o1,30%
Cc1cc(C)n(-c2ccc(C(=O)Nc3ccc(S(=O)(=O)N(C)C)cc3)cc2)n1,-4%
CCOC(=O)C(C)Oc1ccc2c(-c3cccc([N+](=O)[O-])c3)cc(=O)oc2c1 (configuration not stated),9%

# Reformatted field by field: entries from further up.
> O=C(O)/C=C/C(=O)N1CCN(c2ccc(F)cc2)CC1
- ERK EGF block: 1%

> CC(C)[C@H](Nc1ccc(S(=O)(=O)N2CCOCC2)cc1[N+](=O)[O-])C(=O)OCC(=O)N(C(C)C)C(C)C
- ERK EGF block: 7%

# (more compounds)
SMILES,ERK EGF block
c1ccc2c(c1)CCN(Cc1nnnn1Cc1ccc3c(c1)OCO3)C2,u
COc1cccc(NC2SC(=O)N(c3ccccc3)C2=O)c1 (configuration not stated),3%
COc1ccccc1CNC(=O)COc1ccc([N+](=O)[O-])cc1,2%
CCc1ccccc1N1CN(Cc2ccco2)CNC1=S,1%[57.5 µM]
COc1ccc(Cn2c(-c3ccc(Br)cc3)c[n+]3ccccc23)cc1,-1%
CCCOc1cccc(-c2nn(-c3ccccc3)cc2/C=C(\C#N)C(=O)NCCCn2ccnc2)c1,4%
C=CCN1CCN(C(CCC)c2nnnn2Cc2ccco2)CC1 (configuration not stated),-4%
CCN1CCCC1CNC(=O)C(=O)NCc1ccccc1 (configuration not stated),2%
Cc1ccc(NC(=O)CCNC(=O)c2ccco2)cc1,2%
Cc1c(-c2ccccc2)[n+](=O)c2c(n1[O-])CCC2,0%
COc1ccc(Br)c(C(=O)N2CCN(S(=O)(=O)c3cccs3)CC2)c1,-5%[57.5 µM]
Oc1ccc(/C=N/N=C(c2ccccc2)c2ccccc2)c(O)c1O,u
Cc1cc(OC(=O)c2ccc(S(=O)(=O)N3CCCCC3)cc2)c([N+](=O)[O-])c(=O)[nH]1,-3%
COc1cc(NC(=O)COc2ccc(Cl)cc2)ccc1NC(=O)C(C)C,-8%[57.5 µM]
NC(=O)c1ccccc1,5%&-4%
NC[C@@H]1O[C@H](O[C@H]2[C@H](O)[C@H](O[C@@H]3O[C@H](CO)[C@@H](O)[C@H](N)[C@@H]3O)[C@@H](N)C[C@H]2N)[C@@H](O)[C@H](O)[C@@H]1O,7%[25.7 µM]
COC(=O)c1cc(NC(=O)C2CC(=O)NC(=NCc3ccc(OC)cc3)S2)cc(C(=O)OC)c1 (configuration not stated),0%
CCNS(=O)(=O)c1ccc(NC(=O)c2ccc(Cn3cc([N+](=O)[O-])cn3)o2)cc1,34%[57.5 µM]
Cc1cc(NC(=O)c2ccc(Br)cc2)nc(C)n1,9%
CCOC(=O)c1sc(=S)n(C)c1NC(=O)c1cccc(Br)c1,17%[57.5 µM]
COC(=O)c1ccc(OC(C)C(=O)c2ccc(C)cc2)cc1 (configuration not stated),3%
CCCn1nnc(NC(=S)NC(=O)C(C)(C)C)n1,6%
CCSc1nc(C)c(C)c(=O)[nH]1,8%[57.5 µM]
NS(=O)(=O)c1ccc(CCNC(=O)/C=C/c2cccc([N+](=O)[O-])c2)cc1,3%
COc1cccc(CNC(=O)C(=O)NCC2CCCO2)c1 (configuration not stated),5%
COc1cc(C(=O)Nc2ccc(C(N)=O)cc2)c([N+](=O)[O-])cc1OC,1%[57.5 µM]
O=C(NCC(c1cccs1)N1CCOCC1)c1cc([N+](=O)[O-])ccc1Cl (configuration not stated),10%
Cc1ccc(SCCC(=O)NC(C)(C)C)cc1,12%
Cc1ccc(C)c(NC(=O)CCN2CCc3ccccc3C2)c1,8%
CCOc1ccc(/C=N/NC(=O)c2cc(-c3cccn3C)n[nH]2)cc1,-21%
COCCNC(=S)NNC(=O)CSCc1ccc(Cl)cc1Cl,1%
CCC(=O)C1=C(O)C(c2cccc(Oc3ccccc3)c2)CCC1=O (configuration not stated),3%
N#Cc1cc2c(nc1SC1CC(=O)N(c3ccccc3)C1=O)CCC2 (configuration not stated),13%
COc1ccc(S(=O)(=O)NCC2CCC(C(=O)NCCC(C)C)CC2)cc1 (configuration not stated),3%
CCOC(=O)c1cnc2c(C#N)cnn2c1N,-6%
CCc1nnc(NC(=O)CSc2ccc(-c3cccs3)nn2)s1,21%
Cc1cc(Cl)ccc1OCC(=O)N(Cc1ccco1)C1CCS(=O)(=O)C1 (configuration not stated),-2%[57.5 µM]
NCCCC[C@H]1CNC(=O)C(=O)N1CCCCC1CCCCC1,8%[57.5 µM]
COC(=O)C1(Cc2ccccc2)C=C2C(=C(C)C(=O)C2C)CN1 (configuration not stated),2%
COC(=O)[C@@H](N)CSC/C=C(\C)CC/C=C(\C)CCC=C(C)C,0%
C/C(CC(=O)N1CCN(C=O)CC1)=N\NC(=O)c1ccc([N+](=O)[O-])cc1,1%
Cc1ccc(C(=O)NC(=S)Nn2cnnc2)cc1,-18%
CSc1ncccc1C(=O)OCC(=O)NCc1ccc2c(c1)OCO2,11%
Cc1ccc(-c2nc(SCC(=O)NCC3CCCO3)c(-c3ccc(C)cc3)[nH]2)cc1 (configuration not stated),2%
CNCc1c(OCc2ccc(F)cc2)ccc2ccccc12,-12%
Cc1ccc(NC(=O)C(=O)Nc2ccccn2)cc1,0%
CC(C)(C)NC(=S)Nc1cccc(C(F)(F)F)c1,-2%
O=C(c1nn2c(C(F)(F)F)cc(-c3cccs3)nc2c1Cl)N1CCCc2ccccc21,1%
CCCCNC(=S)Nc1ccc(Oc2ccccc2)cc1,-7%
COCC(=O)N1CCC2(CC1)CCN(C(=O)Nc1ccc(OC)cc1)CC2,-3%
C/C(CC(=O)Nc1cc(C)ccn1)=N\NC(=O)C(=O)Nc1cccc(C)c1,5%
Cc1ccc(S(=O)(=O)N(C)Cc2ccc(C(=O)NN=C(CC(C)C)CC(C)C)cc2)cc1,1%
O=C(NC1CCCCC1)C(c1cccs1)N(Cc1cccs1)C(=O)c1cccs1 (configuration not stated),0%
Cn1cnc([N+](=O)[O-])c1SCC(O)CN1CCCCC1 (configuration not stated),-1%
O=S(=O)(Nc1ccc(-n2cccc2)cc1)c1ccc(Cl)c(Cl)c1,0%[57.5 µM]
CCOC(=O)C1(Cc2ccc(Cl)cc2)CCN(C(=O)CCc2ccncc2)CC1,-15%
NS(=O)(=O)c1cccc(NS(=O)(=O)c2ccc(/C=C/C(=O)O)cc2)c1,-1%[57.5 µM]
OC[C@H]1O[C@@H](n2cnc3c(Nc4ccccc4)ncnc32)[C@H](O)[C@H]1O,-4%
CC(C)N1CCN(Cc2nc(-c3ccccc3)cs2)CC1CCO (configuration not stated),-19%[57.5 µM]

# These rows are one share of the data. The share of hits here may be higher or lower than overall.
